Compound activity: PubChem, Sanford-Burnham Center for Chemical Genomics
HKDC1 inh = HKDC1 hexokinase inhibitors, primary screen, biochemical, fluorescence, uHTS; AID 493160, 2011; recombinant HKDC1, G6PDH/diaphorase resazurin coupled fluorescence; Q2TB90; inhibition, % at 20 µM; hit rate 0.16% among 340,000;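 active = inhibition above about 35% when tested at 20 µM, limit read from the data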;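 note: plate controls were DMSO wells with enzyme for no effect and DMSO wells lacking enzyme for full effect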
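Assay system – recombinant HKDC1 (HK5) hexokinase enzyme, produced in-house · Input – HKDC1 at 5 µg/mL · Reagent – glucose plus 1 mM ATP as hexokinase substrates · Timing – 90 min reaction incubation at room temperature, dark · Measured by – G6PDH/diaphorase-coupled fluorescence, 1 mM NADP, 100 µM resazurin, 525/613 nm · Benchmarks – DMSO-enzyme wells negative, buffer-substituted wells positive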
beta cell repl = inducers of MIN6 beta-cell proliferation, primary screen, ATP luminescence, uHTS; MIN6 cells proliferation, ATPlite luminescence, 48 h; cells starved in 0.2% serum; 100% = growth in 10% serum; proliferation, % at 10 µM; hit rate 0.29% among 330,000; AID 2380, 2010;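 active = compounds whose signal lies at least 3.5 SD above the mean of all wells on their plate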;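 note: 0% = DMSO-treated cells in low-serum medium and 100% = 10% serum control; some compounds called inactive have numbers as strong as hits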
SENP6 inh = SENP6 protease inhibitors, primary screen, biochemical, luminescence, uHTS; hit rate 1.8% among 330,000; inhibition, % at 10 µM; Recombinant SENP6 catalytic domain, aminoluciferin luminescence;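 active = inhibition above about 50% at the single tested dose, limit read from the data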;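 note: plate controls were DMSO wells with enzyme for no effect and DMSO wells lacking enzyme for full effect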
Target sequence (Q9GZR1 628-1112 limits assumed): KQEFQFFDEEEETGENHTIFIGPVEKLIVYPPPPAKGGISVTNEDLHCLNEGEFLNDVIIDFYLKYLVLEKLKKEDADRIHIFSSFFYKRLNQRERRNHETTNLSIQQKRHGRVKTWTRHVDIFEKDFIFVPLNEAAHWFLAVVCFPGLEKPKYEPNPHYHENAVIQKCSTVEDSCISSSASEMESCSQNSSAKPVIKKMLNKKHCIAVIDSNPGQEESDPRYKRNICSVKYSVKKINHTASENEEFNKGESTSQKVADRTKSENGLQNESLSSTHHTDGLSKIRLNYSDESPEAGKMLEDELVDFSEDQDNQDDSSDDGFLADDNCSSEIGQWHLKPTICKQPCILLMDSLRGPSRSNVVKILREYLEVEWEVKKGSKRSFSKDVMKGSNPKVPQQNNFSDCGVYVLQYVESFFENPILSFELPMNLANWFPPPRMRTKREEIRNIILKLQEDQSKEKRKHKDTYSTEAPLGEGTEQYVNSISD
SENP7 block = SENP7 protease inhibitors, primary screen, biochemical, luminescence, uHTS; inhibition, % at 5 µM; hit rate 1.5% among 330,000; Sentrin-specific protease 7 (Homo sapiens), Q9BQF6; recombinant SENP7, Z-RLRGG-aminoluciferin luminescence, 40 min;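 active = inhibition above about 50% at the single test dose, limit read from the data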;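 note: plate controls were DMSO with enzyme for no effect and no enzyme buffer wells for full effect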
Target sequence (Q9BQF6 706-1050 limits assumed): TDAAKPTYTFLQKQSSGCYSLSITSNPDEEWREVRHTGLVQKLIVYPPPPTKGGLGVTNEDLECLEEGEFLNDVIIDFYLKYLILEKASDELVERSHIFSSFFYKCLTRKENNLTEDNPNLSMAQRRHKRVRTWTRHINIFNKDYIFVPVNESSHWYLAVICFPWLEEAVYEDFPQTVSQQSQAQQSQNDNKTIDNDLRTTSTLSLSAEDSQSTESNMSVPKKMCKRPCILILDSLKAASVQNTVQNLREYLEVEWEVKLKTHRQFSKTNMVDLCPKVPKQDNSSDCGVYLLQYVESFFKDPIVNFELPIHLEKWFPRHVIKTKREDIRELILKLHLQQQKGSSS
SENP8 block-1 = SENP8 protease inhibitors, primary screen, biochemical, luminescence; Sentrin-specific protease 8 (Homo sapiens), Q96LD8; purified SENP8, Z-RLRGG-aminoluciferin cleavage; inhibition, % at 10 µM; hit rate 1.2% among 330,000; AID 2540, 2010; in the data active = inhibition above about 50%
PfGluPho inh = PfG6PD enzyme inhibitors, primary screen, biochemical, fluorescence intensity, uHTS; glucose-6-phosphate dehydrogenase-6-phosphogluconolactonase (Plasmodium falciparum 3D7); PfGluPho enzyme, NADPH resazurin-diaphorase fluorescence; inhibition, % at 20 µM; hit rate 0.78% among 350,000; AID 504690, 2011;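 active = inhibition reaching at least a set limit at 20 µM in the primary screen, cut at about 59% in these data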;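 note: 0% = DMSO wells with substrate and 100% = DMSO wells lacking glucose-6-phosphate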
SENP8 block-2 = human SENP8 protease inhibitors, primary screen, biochemical, fluorescence, Nedd8 protein substrate, uHTS | recombinant SENP8 | inhibition, % at 20 µM | hit rate 0.64% among 360,000 | AID 602440, 2012; in the data active = inhibition mostly above about 40%, no sharp cut-off; inactive = mostly below about 27%
SENP1 inh = human SENP1 catalytic domain inhibitors, primary screen, biochemical, FRET, uHTS; hit rate 0.21% among 360,000; inhibition, % at 10 µM; Sentrin-specific protease 1 (Homo sapiens), Q9P0U3; recombinant SENP1 catalytic domain, CyPet-SUMO1-YPet FRET cleavage; AID 624204, 2012;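 active = inhibition at least 30% at 10 µM, raw YFP signal under a set limit, fluorescence ratio 0.5 to 1.5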;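 note: 0% = enzyme with DMSO and 100% = no enzyme wells; some results filed as inactive read as strong as hits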
Target sequence (Q9P0U3 419-644 limits assumed): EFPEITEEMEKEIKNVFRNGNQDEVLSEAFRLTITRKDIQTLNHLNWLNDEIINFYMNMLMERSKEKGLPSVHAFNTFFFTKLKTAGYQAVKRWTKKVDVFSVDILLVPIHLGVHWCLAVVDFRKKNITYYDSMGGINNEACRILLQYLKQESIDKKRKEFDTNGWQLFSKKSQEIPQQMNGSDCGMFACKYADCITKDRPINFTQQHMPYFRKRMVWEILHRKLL
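Test system: human SENP1 catalytic domain; medium: Tris pH 8 buffer plus EDTA, NaCl, BME, BSA, NP40, catalase; incubation: 50 min reaction at room temperature; technique: FRET, CFP and YFP emission; controls: no-enzyme low control and enzyme-plus-DMSO high control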
UBC13 polyUb = UBC13 polyubiquitin chain formation inhibitors, primary screen, biochemical, TR-FRET, uHTS; inhibition, % at 20 µM; hit rate 0.47% among 330,000; in the data active = inhibition above about 45%, passing the limit was not always enough
The depositor's hits bear a star; . = no result given.

SMILES	HKDC1 inh	beta cell repl	SENP6 inh	SENP7 block	SENP8 block-1	PfGluPho inh	SENP8 block-2	SENP1 inh	UBC13 polyUb
COC(=O)c1ccc(C(c2c(C)n(C)n(-c3ccccc3)c2=O)c2c(C)n(C)n(-c3ccccc3)c2=O)cc1	1	-4	-12	-2	10	-21	12	-1	1
CCCCCCNC(=O)Cc1c(O)c2ccccc2[nH]c1=O	-1	-1	-18	9	1	-9	-20	2	3
O=C(CN(CCc1ccccc1)S(=O)(=O)c1ccc(Cl)cc1)N/N=C/c1ccc2c(c1)OCO2	-8	-3	-11	6	-5	-20	-108	0	10
O=C(CN(C(=O)CCC(=O)Nc1nccs1)c1ccccc1F)NCc1ccccc1	-5	0	-6	-1	4	4	5	0	12
COc1cc(C2C3=C(Nc4nc(N)[nH]c(=O)c42)c2ccccc2C3=O)ccc1O (stereo not given)	7	2	1	9	4	23	-42	-20	-40
COc1c(Cl)cccc1-c1cn2ccc(C)cc2n1	0	-4	90*	94*	84*	83*	-367	-2	9
COc1ccc(C2C(C#N)=C(N)Oc3cc(C)[nH]c(=O)c32)cc1OC (stereo not given)	-5	3	-8	-4	-4	-1	24	3	9
O=C(CSc1nnc(Cc2ccccc2)o1)c1ccc(F)cc1	-3	-2	1	3	4	-4	21	1	3
CC(NC(=O)c1ccccc1)C(=O)OCC(=O)c1c(N)n(C)c(=O)n(C)c1=O (stereo not given)	-6	1	-7	11	-4	12	12	0	-9
Cc1ccnc(NC(=O)c2cccc3ccccc23)c1	-7	-1	-4	-5	8	-3	6	0	1
CCc1nnc(NC(=O)c2cccc(S(=O)(=O)N(C)c3ccccc3)c2)s1	4	-3	-2	-5	-8	-42	4	-41	-8
COc1ccc(N2CCN(CC(O)c3c[nH]c4ccc(OC)cc34)CC2C)cc1 (stereo not given)	-6	-3	3	5	7	4	14	1	6
CC1(C)SC2c3ccccc3C(=O)N2C1C(=O)O (stereo not given)	-5	.	.	.	.	3	13	1	.
CCC(=O)N(C)C(c1ccccc1Cl)c1nnnn1-c1c(C)cccc1C (stereo not given)	-2	3	-1	-5	2	9	3	1	8
CC1CN(c2ccc([N+](=O)[O-])cn2)CC(C)O1 (stereo not given)	-2	-1	-1	-2	-3	-4	22	1	-1
Cc1ccc(C(=O)OCC(=O)N2c3ccccc3NC(=O)C2(C)C)cc1S(=O)(=O)N1CCCCC1	2	-1	16	0	6	1	-1	2	3
Cc1cc(C)nc(NC(=O)/C=C/c2ccc(Cl)cc2)n1	-6	-2	-2	0	-16	5	16	3	-13
N#Cc1c(NC(=O)CSc2n[nH]c(N)n2)oc(-c2ccccc2)c1-c1ccccc1	12	-4	-9	-15	-2	-10	-50	4	-21
Cc1ccc2c(Cl)c(C(=O)NCc3cccnc3)sc2c1	-7	-2	7	-6	-13	8	4	2	-14
COc1ccc(CC(=O)NNC(=O)CSc2nnc(C)n2-c2ccccc2)cc1	-7	0	-5	4	2	1	10	0	12
Cc1ccccc1C(=O)Nc1ccccc1-n1cccc1	1	-2	-13	-1	1	0	13	-1	1
Cc1ccc(C)c(OCC(=O)NCC(C)(C)N2CCOCC2)c1	1	-3	2	4	-3	-7	13	1	-7
Cc1ccc(-c2noc(CCC(=O)Nc3ccccc3N3CCN(C)CC3)n2)cc1	-7	-3	1	3	0	-3	27	0	72*
O=C(Cc1ccccc1)c1ccc(O)cc1O	6	.	.	.	.	-23	-2	2	.
COc1ccc(OC)c(/C=N\NC(=O)c2ccc(=O)n(C)c2)c1	-10	-2	5	12	-4	-4	-303	-1	0

(further entries)
SMILES	HKDC1 inh	beta cell repl	SENP6 inh	SENP7 block	SENP8 block-1	PfGluPho inh	SENP8 block-2	SENP1 inh	UBC13 polyUb
CCCCCc1cc(=O)oc2c(C(CCN3CCCC3)c3ccc(N(C)C)cc3)c(OC)cc(OC)c12 (stereo not given)	3	-8	-17	1	-6	14	-90	0	82*
COc1cc(C(=O)NCCCOC(C)C)ccc1OC1CCN(C(C)=O)CC1	-2	-1	1	-5	8	0	5	0	0
COc1ccc(NC(=O)CC2(CC(=O)N3CCOCC3)CCCC2)cc1Cl	-4	-3	-8	-6	6	35	20	4	0
O=C(NCc1cccs1)c1cccn2c(=O)c3sccc3nc12	10	0	9	10	-1	-7	-425	-85	9
Cc1ccc(-c2cc(-c3ccccc3)c(C#N)c(N)n2)o1	12	-6	-3	-5	-10	83*	-317	-19	5
COc1ccc(NS(=O)(=O)c2cc(OC)ccc2OC)cc1	-1	-2	-3	-2	4	-1	3	5	-5
CCC(C)N1C(=O)N(C)C2NC(=O)NC21 (stereo not given)	-3	2	-9	0	-7	-13	3	0	8
CCOC(=O)C1(CCCc2ccccc2)CCN(Cc2cnn(C)c2)CC1	-5	-2	-4	6	-7	8	7	-3	7
CCOC(=O)c1cc(OC(=O)c2ccccc2OC)n(-c2ccccc2)n1	6	0	2	-2	-8	-15	16	-1	-13
O=C(Cn1cnc2c(nnn2Cc2ccc(Cl)cc2)c1=O)N1CCCc2ccccc21	-9	-2	-6	1	-2	-9	5	0	4
Cc1c(C(=O)NC(=S)Nc2ccc(NC(=O)c3cccs3)cc2)oc2ccccc12	0	-3	-28	9	-1	-11	29	1	-5
CN(Cc1cccc(C(F)(F)F)c1)C(=O)C1CCC(=O)N(CC2CCCCC2)C1 (stereo not given)	0	-1	-4	3	2	4	14	1	8
Cc1cccc(C(=O)NNC(=O)c2ccc(F)cc2)c1	-4	-3	8	12	4	16	9	2	6
Cc1cc(C)nc(SCC(=O)c2ccc(O)cc2O)n1	-6	2	-14	1	-10	4	16	4	0
CC1Cc2ccccc2N1S(=O)(=O)c1cccc(C(=O)NCc2ccco2)c1 (stereo not given)	-2	-1	-2	1	10	-2	6	-1	-1
CCN(CC)CCCNC(=O)c1ccc(CS(=O)(=O)c2ccccc2OC)o1	-1	0	-3	3	1	-12	3	0	4
COc1ccc(S(=O)(=O)N2CCCCC2)cc1	-7	-5	-6	-4	-6	-17	24	4	9
O=C(Oc1ccc2ccc(=O)oc2c1)N1CCOCC1	1	-2	-8	5	1	-19	-307	-10	4
C(=N\N(c1ccccc1)c1ccccc1)/c1ccccn1	6	-3	26	-1	5	-3	15	0	1
O=C(CN1CCN(c2ccccc2O)CC1)NC(=O)NC1CCCC1	3	0	-3	0	4	-9	9	-1	11
CC1(C)O[C@@H]2[C@@H](CO[C@@]3(COS(N)(=O)=O)OC(C)(C)O[C@@H]23)O1	.	0	-6	-6	0	.	.	.	-11
CCOC(=O)Cc1nn(Cc2nc(-c3ccc(C#N)cc3)cs2)c(=O)c2ccccc12	0	-2	-27	-9	-8	-11	9	1	13
C#CCOCCOCCOCCNc1nc(N2CCN(C(=O)[C@H]([C@@H](C)O)n3cc(CCCCN)nn3)CC2)nc(N2CCN(C(=O)[C@H](C)n3cc(CCC(=O)O)nn3)CC2)n1	2	.	.	.	.	-10	8	2	.
COc1ccc(NS(=O)(=O)c2cccc(NC(=O)NC3CCCCC3)c2)cc1	-9	-1	5	6	-3	5	12	-2	0
COc1ccc(C(=O)Nc2sc(C)c(-c3ccccc3)c2C#N)cc1OC	1	-3	-14	-4	4	67*	-262	-66	9

Following part:
SMILES	HKDC1 inh	beta cell repl	SENP6 inh	SENP7 block	SENP8 block-1	PfGluPho inh	SENP8 block-2	SENP1 inh	UBC13 polyUb
CCOC(=O)C1(CC2CC2)CCN(Cc2ccc3cccc(F)c3n2)CC1	15	4	-10	0	-2	-4	5	3	14
CCOC(=O)C1(Cc2cccc(OC)c2)CCN(C(C)COC)CC1 (stereo not given)	-4	5	-1	7	-3	10	18	1	5
COc1ccc(NC(=O)Cn2ccc(C(F)(F)F)n2)cc1S(=O)(=O)N1CCOCC1	-6	-4	-24	-9	-8	2	6	2	-11
COc1ccccc1Nc1nc(Cl)nc(NC(C)(C)C)n1	-1	-2	3	11	-8	-2	5	1	-5
COc1cccc(-c2noc(C3CCCN(S(=O)(=O)c4cccc(Cl)c4C)C3)n2)c1 (stereo not given)	-7	-4	-9	-3	-4	5	18	0	-3
Cc1ccc(C)[n+](CC(=O)c2ccc(-c3ccccc3)cc2)c1	-3	-4	-18	-7	2	-11	-47	-4	10
NC(=O)c1oc2ccccc2c1NC(=O)c1ccc(F)cc1	-3	3	-2	0	8	10	17	0	7
CCN(CC)c1ccc(N=Nc2nn(C)c(C)c2[N+](=O)[O-])cc1	0	-3	78*	63*	54*	28	38	4	-455
CCCCn1c(SCC(=O)c2ccc(OC)c(OC)c2)nc2cc(S(N)(=O)=O)ccc21	6	-1	4	6	6	38	11	1	0
CN(C)CCSc1nnc2sc3ccccc3n12	-6	-3	3	-4	0	-13	-1	0	9
COCC(=O)N1CCc2ccc(NC(=O)c3ccc(C(F)(F)F)cc3)cc2C1	0	.	.	.	.	-6	-1	1	.
CCc1ccc(C(=O)CSC2=C(C#N)C(c3ccco3)C(C(C)=O)=C(C)N2)cc1 (stereo not given)	.	-5	-24	-1	6	.	.	.	-7
CCn1c(O)c(C=NCc2cccs2)c(=O)n(CC)c1=S	5	-1	-10	3	-2	0	21	-1	25
O=C(NCc1n[nH]c(=S)n1-c1cccc(Cl)c1)c1ccc(S(=O)(=O)N2CCCC2)cc1	-7	0	12	-10	1	36	11	1	-6
Cc1ccc(C(C(=O)NCc2ccco2)N(C(=O)Cc2cccs2)c2cccnc2)cc1 (stereo not given)	-11	1	-10	4	3	8	16	1	5
COc1ccccc1NS(=O)(=O)c1cccc(C(=O)N2CCCCCC2)c1	1	2	-2	12	0	-7	15	0	-6
CCOc1ccc(-c2ccc(SCC)nn2)cc1	-4	-5	65*	90*	80*	9	0	1	-5
O=S(=O)(c1ccccc1)N1CCN(Cc2ccccc2)c2ccccc21	3	.	.	.	.	34	14	1	.
Cc1ccc(NC(=S)c2nc3ccccc3s2)cc1	-4	-3	61*	80*	43	-1	-83	-1	-12
Cc1ccc(CCP(=O)(O)CN2CCOCC2)cn1	-13	-1	-14	3	-2	7	-3	0	-3

Laid out differently: entries from further up
| smiles | HKDC1 inh | beta cell repl | SENP6 inh | SENP7 block | SENP8 block-1 | PfGluPho inh | SENP8 block-2 | SENP1 inh | UBC13 polyUb |
| --- | --- | --- | --- | --- | --- | --- | --- | --- | --- |
| CCOC(=O)C1(Cc2cccc(OC)c2)CCN(C(C)COC)CC1 (stereo not given) | -4 | 5 | -1 | 7 | -3 | 10 | 18 | 1 | 5 |
| COc1ccc(NC(=O)Cn2ccc(C(F)(F)F)n2)cc1S(=O)(=O)N1CCOCC1 | -6 | -4 | -24 | -9 | -8 | 2 | 6 | 2 | -11 |
| COc1ccccc1Nc1nc(Cl)nc(NC(C)(C)C)n1 | -1 | -2 | 3 | 11 | -8 | -2 | 5 | 1 | -5 |
| COc1cccc(-c2noc(C3CCCN(S(=O)(=O)c4cccc(Cl)c4C)C3)n2)c1 (stereo not given) | -7 | -4 | -9 | -3 | -4 | 5 | 18 | 0 | -3 |
